Myeloid diff MLP – induction of myeloid progenitor differentiation, primary screen, cell-based, flow cytometry, MLPCN library; ER-HoxA9 myeloid progenitors, lysozyme-GFP differentiation; calls only at 10 µM; 360,000 compounds, 1% hits;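 active = normalized GFP-positive differentiation at or above the plate's own cutoff, the solvent-only control mean plus 3 SD; inconclusive = no clear call, values can overlap the other calls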;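 note: cells exposed to compound for four days before flow analysis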
Myeloid diff MLP GFP+ MAC1+ % – second read-out of Myeloid diff MLP, no call of its own (marks repeat the call); GFP+ MAC1+ double positive, %; measured here: differentiation confirmed by MAC1 staining
Active calls of the source: *; i = inactive; ? = inconclusive; . = not tested or not shown; + = active, no number. The list is partial (hit frequency here may not be typical).

Molecule | Myeloid diff MLP | Myeloid diff MLP GFP+ MAC1+ %
COC(=O)[C@@]1(C)[C@H]2C(=O)N(Cc3ccccc3)C(=O)[C@H]2[C@H]2CN(C)C(=NC3CCCCC3)N21 | i | 0.5
O=C(CN1CSCC1=O)N1CCN(S(=O)(=O)c2cc(C(F)(F)F)ccc2Cl)CC1 | i | 0.7
C[C@H]1CN([C@@H](C)CO)C(=O)CCCn2nncc2CO[C@H]1CN(C)S(=O)(=O)c1ccc(Oc2ccccc2)cc1 | i | 0.3
COc1ccccc1NS(=O)(=O)c1cc(C(=O)NCCCN2CCCC2=O)ccc1C | i | 1.2
Cc1c(Cl)cccc1Nc1n[nH]c(=S)s1 | i | 0.4
CCCCN(C(=O)c1ccc(-n2nc(C)cc2C)cc1)c1c(N)n(CCC)c(=O)[nH]c1=O | i | 0.5
COCCNC(=O)C1(C)CCN(C(=O)c2sc(-c3ccccc3)nc2C)C1 (configuration not stated) | i | 0.2
CC(=O)c1cccc(-c2ccnc3c2CC(C(=O)Nc2cccc(OC(F)(F)F)c2)O3)c1 (configuration not stated) | i | 0.8
CCCc1cc(=O)[nH]c(SCC(=O)Nc2cc(S(=O)(=O)N3CCCCC3)ccc2Cl)n1 | i | 1.0
CC(C)[C@H](NC(=O)c1ccco1)C(=O)Nc1ccc(N2CCCCCC2)cc1 | i | 0.8
CCOC(=O)C(Cc1ccc(O)cc1)NC(=O)c1cc2c(cn1)[nH]c1ccccc12 (configuration not stated) | i | 1.4
CCCS(=O)(=O)NC(=O)C1(C)CCN(C(=O)c2ccc3ccccc3n2)C1 (configuration not stated) | i | 1.3
CC(=O)c1cccc(NC(=O)C(C)Sc2nnc3ccccn23)c1 (configuration not stated) | i | 1.3
CCCCn1nnnc1C(c1ccccc1)N1CCN(c2cc(C)ccc2C)CC1 (configuration not stated) | i | 1.2
Cc1ccc(S(=O)(=O)N(C)C[C@H]2OCc3cn(nn3)CCCC(=O)N([C@H](C)CO)C[C@@H]2C)cc1 | i | 1.5
S=c1[nH]cc2cnccn12 | i | 1.1
O=C(CCl)N(O)c1ccc(C=Cc2ccccc2)cc1 | ? | .
COc1ccc(C(=O)C(OP(=O)(OC)OC)c2ccccc2OC)cc1 (configuration not stated) | i | 2.0
CC(=O)NC(C)(c1ccccc1)c1nc(-c2cncnc2)cs1 (configuration not stated) | i | 0.7
COC(=O)N(C)C[C@@H]1OCc2ccccc2-c2c(n(C)c3ccccc23)C(=O)N([C@H](C)CO)C[C@@H]1C | i | 1.4
Nc1cc(S(=O)(=O)N2CCOCC2)ccc1Oc1cccc(Br)c1 | i | 0.3
COc1ccccc1C(O)c1ncc(-c2ccccc2C)[nH]1 (configuration not stated) | i | 1.2
O=C(/C=C/c1ccc(S(=O)(=O)N2CCOCC2)cc1)N1CCCCC1 | i | 0.9
C[C@H](O)[C@@H]1C(=O)N2CCc3ccc(N4CCN(C)CC4)cc3[C@@H]2C[C@@H]1N(C)C(=O)c1ccco1 | i | 1.0
CN1CCN(C(=O)c2cc3c(c(-c4cccc(Br)c4)n2)[C@H](CCO)N(S(=O)C(C)(C)C)C3)CC1 (some centres not stated) | i | 1.3
COc1ccc(CCNC(=O)c2ccc3c(=O)n4c(nc3c2)CCC4)cc1OC | i | 1.1
COCC(=O)OC1CCn2c1nc1c2C(=O)C(C)=C(NC(C)=O)C1=O (configuration not stated) | ? | .
C[C@H]1CN([C@@H](C)CO)S(=O)(=O)c2ccc(Br)cc2O[C@H]1CN(C)C(=O)Cc1ccccn1 | i | 1.4
CC(=O)Nc1ccc(S(=O)(=O)N(CC(=O)NCC2CCCO2)Cc2ccccc2Cl)cc1 (configuration not stated) | i | 1.7
Nc1ncnc2c1ncn2[C@@H]1O[C@H](C(=O)N2CCN(c3ccc(Cl)cn3)CC2)[C@@H](O)[C@H]1O | i | 1.5
O=C(C[C@H]1C=C[C@@H](NS(=O)(=O)c2ccccc2)[C@@H](CO)O1)NCc1ccc(Cl)c(Cl)c1 | i | 1.8
COc1ccc(C(=O)NC2=NCCS2)cc1S(=O)(=O)N1CCOCC1 | i | 0.7
COc1ccc(Cl)cc1C(=O)OCC(=O)NC1CCCC(C)C1C (configuration not stated) | i | 0.4
Cn1ccc(=O)c2cc([N+](=O)[O-])ccc21 | i | 0.6
CCN(CC(=O)Nc1c(F)cccc1F)C(=O)c1ccc(=O)n(C)n1 | i | 1.0
CC(=O)NC(c1ccccc1)c1nc(-c2cccc(C#N)c2)cs1 (configuration not stated) | i | 1.1
CC(C)(C)S(=O)N1Cc2cc(=O)n(Cc3ccccc3)cc2[C@@H]1CCO (some centres not stated) | i | 0.8
C=CCSc1nnc(NC(=O)c2ccc3c(c2)OCCO3)s1 | i | 0.7
COc1ccc(S(=O)(=O)NC(=O)C2(C)CCN2C(=O)C2(c3ccc(Cl)cc3)CCC2)cc1 (configuration not stated) | i | 0.9
COCOc1cccc(CN2CCC2(C)C(=O)Nc2cc(OC)ccc2OC)c1 (configuration not stated) | i | 0.7
COc1ccc2nc(SC(C)C(=O)NC3CCCCC3)[nH]c2c1 (configuration not stated) | i | 1.0
Cc1ccc(S(=O)(=O)NC(=O)Cn2nnc(-c3ccccc3)c2COc2ccc3ccccc3c2)cc1 | i | 1.1
Cc1c(C(=O)N2CCN(S(=O)(=O)c3ccccc3)CC2)oc2ccccc12 | i | 0.4
COc1ccc(NC(=O)C2(C)CCN2Cc2ccc3ccccc3c2)cc1OC (configuration not stated) | i | 0.8
O=C(NN=Cc1ccccc1O)C(O)(c1ccccc1)c1ccccc1 | i | 1.0
COc1cccc(-c2nc(-c3cccc(C)c3)nc3cc(Cl)ccc23)c1 | i | 0.6
CCc1cccc(CC)c1NC(=O)C(CC)Sc1nc2ccsc2c(=O)n1CCC(=O)O (configuration not stated) | i | 1.3
COc1ccc(NC(=O)CN2CCc3ccccc3C2)cc1 | i | 0.2
COc1ccc(Cc2c(C3CCCCC3)nc3ccc(Cl)cn23)c(C)c1 | i | 0.5
CCOC(=O)C1(C)CCN1C(=O)/C=C/c1ccccc1 (configuration not stated) | i | 0.7
O=C1CC(c2ccccc2)CC2=C1C1(CCCC1)N=C(Nc1nc3ccccc3o1)N2 (configuration not stated) | i | 0.7
CC(C)(C(=O)N1CCC1(C)C(=O)NS(=O)(=O)c1cccc(Cl)c1)c1ccccc1 (configuration not stated) | i | 0.2
Cc1ccc2c(=O)n3c(nc2c1)C(CC(C)C)NC(=O)c1cccnc1-3 (configuration not stated) | i | 1.3
Cc1cc2c(cc(C(=O)OCC(=O)NC3CCCCC3)n2C)o1 | i | 0.5
O=C(NN=Cc1ccc(O)c(O)c1)c1ccccc1 | i | 0.3
COCCCN1C(=O)C(CC(=O)NCc2cccs2)CC(C(=O)N(C)C)=C1C (configuration not stated) | i | 1.5
CCNC(=O)C1(C)CCN(C(=O)c2cccc(Cl)c2)C1 (configuration not stated) | i | 0.4
COc1ccc([C@H]2N[C@]3(CCCN(Cc4ccc(F)cc4)C3=O)[C@H]3C(=O)N(C)C(=O)[C@@H]23)cc1 | i | 0.9
O=C(c1ccccc1)c1ccccc1C(=O)N1CCN(Cc2ccccc2F)CC1 | i | 0.9
CCOC(=O)C1Oc2ccccc2C(c2ccc(C)cc2)=C1C(=O)OC (configuration not stated) | i | 0.5

Additional results follow.
Molecule | Myeloid diff MLP | Myeloid diff MLP GFP+ MAC1+ %
CCCCOCCCNC(=O)C[C@@H]1C[C@@]2(C(=O)OCC)CCCC=C2N(Cc2ccc3c(c2)OCO3)C1=O | i | 0.6
O=C(N[C@H]1C/C=C\C(c2ccc(F)cc2)N(Cc2ccccc2)C(=O)C1)OCC1c2ccccc2-c2ccccc21 (some centres not stated) | i | 0.2
COc1ccc([C@H]2C[C@H](O)[C@@H](n3cc(C4CC4)nn3)CN2CC2CCCCC2)cc1 | i | 0.3
CC(C)(C(=O)N1CCC1(C)C(=O)NS(=O)(=O)c1ccc(Br)cc1)c1ccccc1 (configuration not stated) | i | 2.5
c1ccc(COc2cccc(-c3cc4nc(NCCN5CCOCC5)ccn4n3)c2)cc1 | + | 2.0*
O=[N+]([O-])c1ccc(Sc2ccncn2)c([N+](=O)[O-])c1 | ? | .
COCCN1C(=O)CCC1(C)c1nnnn1-c1ccc2c(c1)OCCO2 (configuration not stated) | i | 1.1
CCOC(=O)[C@H]1[C@H]2COc3ccc(Cl)cc3[C@@H]2N2C(=O)c3cc(C)ccc3NC(=O)[C@@]12C | i | 0.9
COc1cccc(-c2nc3nc(C)cc(C)n3c2Nc2ccc3c(c2)OCCO3)c1 | i | 1.1
CC(NS(=O)(=O)c1cccc(Cl)c1F)[C@H](O)c1ccccc1 (some centres not stated) | i | 2.3
CCOC(=O)C1CCCN(C(=O)c2cccc(C(F)(F)F)c2)CC1 (configuration not stated) | i | 3.5
O=S(=O)(CCNCCc1ccccc1)NCc1ccccc1 | i | 0.5
COC(=O)[C@H]1C[C@H](OC(=O)NCc2ccccc2)[C@@]2(O)CN(S(=O)(=O)c3ccc(C)cc3)CC2[C@H]1C(=O)OC (some centres not stated) | i | 0.7
Cc1cccc(-c2cc(NC=O)c3ncc(-c4cccc(C(=O)N(C)C)c4)n3c2)c1 | i | 1.5
O=C(NCc1cccnc1)c1cc(C2CCCCN2S(=O)(=O)c2cccc3cccnc23)on1 (configuration not stated) | i | 1.4
O=[N+]([O-])c1cccc(Cn2cnc3c(=S)nc[nH]c32)c1 | i | 0.4
CCCCn1cnc2c(SCc3ccccn3)nc(N)nc21 | i | 2.2
COc1ccc2[nH]c3c(c2c1)CCN1C(=O)C(CC(=O)NCCCN(C)C)C[C@H](C(=O)N(C(C)C)C(C)C)[C@@]31C (some centres not stated) | i | 1.3
CC1(C(=O)N2CCN(C(=O)c3ccco3)CC2)CCN1Cc1ccccc1OC(F)F (configuration not stated) | i | 1.2
O=C1C=C(OCCCl)CC(c2cccc(Cl)c2)O1 (configuration not stated) | i | 3.5
COC(=O)[C@@]1(Cc2ccccc2)[C@H]2C(=O)N(Cc3ccccc3)C(=O)[C@H]2[C@H]2CN=C(SCc3ccc(C)cc3)N21 | i | 0.3
COc1cccc(C(C)(O)c2nc(-c3cncnc3)cs2)c1 (configuration not stated) | i | 1.4
Cc1cccc(Cl)c1NC(=O)NCCCN1CCCCC1C (configuration not stated) | i | 1.2
CC(=O)N1c2ccccc2N=C(c2ccc(C(F)(F)F)cc2)C1C(=O)NC1CCCC1 (configuration not stated) | i | 1.2
Cc1cc(=O)c(C(=O)Nc2cccc(C(=O)NC3CC3)c2)nn1-c1ccccc1 | i | 1.4
C[C@@H]1CN([C@H](C)CO)C(=O)CCCn2cc(nn2)CO[C@H]1CN(C)C(=O)Nc1ccccc1 | i | 1.0
Cc1ccc(CNC(=O)CC[C@H]2O[C@@H](n3cc(C)c(=O)[nH]c3=O)C[C@@H]2O)o1 | i | 0.6
CCCc1c(C(=O)N/N=C/c2ccc(C)o2)nnn1-c1nonc1N | i | 1.4
O=C(Nc1ccc2oc(=O)c(C(=O)O)cc2c1)Oc1ccccc1 | i | 1.0
CC1(C)ON=C(c2ccc(C(F)(F)F)cc2)NC1=O | i | 5.0

Pulled one by one from the list above (seven):
Molecule | Myeloid diff MLP | Myeloid diff MLP GFP+ MAC1+ %
CC1(C)ON=C(c2ccc(C(F)(F)F)cc2)NC1=O | i | 5.0
COc1ccc2nc(SC(C)C(=O)NC3CCCCC3)[nH]c2c1 (configuration not stated) | i | 1.0
COc1ccccc1C(O)c1ncc(-c2ccccc2C)[nH]1 (configuration not stated) | i | 1.2
COc1ccc(NC(=O)C2(C)CCN2Cc2ccc3ccccc3c2)cc1OC (configuration not stated) | i | 0.8
O=C(NCc1cccnc1)c1cc(C2CCCCN2S(=O)(=O)c2cccc3cccnc23)on1 (configuration not stated) | i | 1.4
Cc1ccc(CNC(=O)CC[C@H]2O[C@@H](n3cc(C)c(=O)[nH]c3=O)C[C@@H]2O)o1 | i | 0.6
c1ccc(COc2cccc(-c3cc4nc(NCCN5CCOCC5)ccn4n3)c2)cc1 | + | 2.0*

Complete entries as entered above. Order of values: Myeloid diff MLP | Myeloid diff MLP GFP+ MAC1+ %
Shown for `CC(=O)N1c2ccccc2N=C(c2ccc(C(F)(F)F)cc2)C1C(=O)NC1CCCC1` (configuration not stated) = i | 1.2
Shown for `Cc1cccc(-c2cc(NC=O)c3ncc(-c4cccc(C(=O)N(C)C)c4)n3c2)c1` = i | 1.5

(list continues)
Molecule | Myeloid diff MLP | Myeloid diff MLP GFP+ MAC1+ %
CN(CC(=O)NC(=O)Nc1ccccc1F)Cc1ccccc1 | i | 0.5
C[C@@H]1CN([C@H](C)CO)S(=O)(=O)c2ccc(-c3ccc(C#N)cc3)cc2O[C@H]1CN(C)C(=O)Nc1cc(F)ccc1F | i | 0.8
C[C@@H]1CN([C@@H](C)CO)C(=O)CCCn2cc(nn2)CO[C@H]1CN(C)C(=O)CCCN(C)C | i | 0.8
CCN(CC)C(=O)[C@H]1CC(CC(=O)NCCCN(C)C)C(=O)N2CCc3c([nH]c4ccc(OC)cc34)[C@]12C (some centres not stated) | i | 2.5
COCCN1C[C@@H](CO)O[C@@H](n2cnc3c(NCc4ccco4)ncnc32)C1 | i | 1.4
CCOC(=O)C1(C)CCCN1C(=O)c1cccc(F)c1 (configuration not stated) | i | 1.1
COc1ccc(S(=O)(=O)N2CCC(C(=O)NCCC(=O)NCc3cccnc3)CC2)cc1 | i | 1.2
CCCCC1CC2=C(C(=O)OC(C)(C)O2)C(c2ccc(Cl)cc2)O1 (configuration not stated) | i | 0.3
COCCCN1C(=O)C(CC(=O)NCCN2CCOCC2)CC(C(=O)N(C)C)=C1C (configuration not stated) | i | 1.1
Cc1ccc(Cc2ccccc2C(=O)O)cc1 | i | 0.9
O=C(COC(=O)c1c(F)cccc1Cl)NC1CCCCC1 | i | 0.9
F[B-](F)(F)c1cnc2ccccc2c1 | i | 1.0
Cc1ccc(NC(=O)c2ncn(CC(=O)NCc3ccc4c(c3)OCO4)n2)cc1C | i | 0.5
